TRHR agonist – agonists of human TRH receptor. P34981. TRHR cells, calcium flux fluo-8, FDSS agonist mode. activation, % at 2 µM. 0.18% of 360,000 active. AID 493084; in the data active = activation above about 30%; note: 0% is about no effect
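Agonist-mode FDSS calcium read (Ex 480/Em 530, 1 s cycles) in 1536-well TRHR cells with fluo-8 dye, after 10-cycle baseline and 23 nL compound addition; TRH at EC20 (10 nM final) added afterwards for the enhancer phase.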
Pol iota inh – inhibitors of human DNA polymerase iota. Potency, µM (series often up to 115 µM), without a hit: top-dose activity, negative = inhibition, most hits filed as inhibitors. Pol iota fluorescent replication assay, 10 min. 1% of 390,000 active. Q9UNA4. AID 588590; note: potency is the fitted concentration of half-maximal effect
Target sequence (Q9UNA4 whole entry, looked up): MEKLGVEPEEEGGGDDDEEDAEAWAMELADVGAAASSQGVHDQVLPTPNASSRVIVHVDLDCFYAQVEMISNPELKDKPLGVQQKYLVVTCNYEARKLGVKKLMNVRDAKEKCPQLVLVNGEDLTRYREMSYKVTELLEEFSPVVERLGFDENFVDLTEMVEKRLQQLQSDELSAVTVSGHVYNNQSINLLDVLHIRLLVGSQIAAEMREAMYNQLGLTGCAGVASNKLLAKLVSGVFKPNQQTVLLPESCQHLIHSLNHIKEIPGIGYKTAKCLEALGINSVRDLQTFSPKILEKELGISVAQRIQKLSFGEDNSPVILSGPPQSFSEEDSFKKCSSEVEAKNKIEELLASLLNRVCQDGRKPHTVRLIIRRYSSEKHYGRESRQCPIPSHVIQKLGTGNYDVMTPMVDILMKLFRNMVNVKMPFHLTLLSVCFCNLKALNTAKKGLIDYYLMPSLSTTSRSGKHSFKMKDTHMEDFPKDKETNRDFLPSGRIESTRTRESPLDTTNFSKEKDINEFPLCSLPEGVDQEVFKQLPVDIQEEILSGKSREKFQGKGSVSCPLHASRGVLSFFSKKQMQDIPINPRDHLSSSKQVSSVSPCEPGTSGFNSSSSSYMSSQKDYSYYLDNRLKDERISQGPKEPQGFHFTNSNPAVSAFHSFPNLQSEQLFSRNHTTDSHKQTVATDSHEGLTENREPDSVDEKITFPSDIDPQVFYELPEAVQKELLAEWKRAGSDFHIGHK
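Pol iota at 10 nM preincubated 15 min with compounds at room temperature; reaction started with fluorescent substrate, 50 nM final. Fluorescence read kinetically at 0 and 10 min; buffer-only wells as negative control.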
12-LOX inh – ALOX12 (human) lipoxygenase inhibition; Potency, µM (highest dose often 108 µM), without a hit: at the top dose activity change, negative = inhibition, most hits filed as inhibitors; purified 12hLO, xylenol orange hydroperoxide absorbance; 1.1% of 580,000 active; P18054; note: potency is the fitted concentration of half-maximal effect; % is set by controls: 0 for no effect and ±100 for the full control effect
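Purified human 12hLO at 150 nM in 25 mM Hepes, 0.01% Triton X-100, pH 7.0, preincubated 15 min at room temperature with compound. Reaction started with 40 uM arachidonic acid, 30 min at room temperature. Hydroperoxide measured by Fe-xylenol orange, 573/405 nm absorbance ratio.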
Pol kappa inh – inhibitors of human DNA polymerase kappa; 0.53% of 400,000 active; purified Pol kappa, fluorescent DNA synthesis assay, 10 min; Q9UBT6; AID 588579; Potency, µM (series often up to 107 µM), without a hit: at the highest dose activity, negative = inhibition, actives largely listed as inhibitors; note: potency is the fitted concentration of half-maximal effect; % is set by controls: 0 for no effect and ±100 for the full control effect
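10 nM Pol kappa was preincubated with compounds for 15 min at room temperature. Reaction started with 50 nM (final) substrate. Fluorescence read kinetically at 0 and 10 min.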
Apoferritin bind – candidate novel general anesthetic via apoferritin binding; Potency, µM (highest dose often 77.5 µM), inactives show at the highest dose activity change, negative = displacement, actives largely listed as inhibitors; apoferritin/1-aminoanthracene competitive binding, fluorescence; 0.074% of 350,000 active; AID 485281; note: potency is the fitted concentration of half-maximal effect; % is set by controls: 0 for no effect and ±100 for the full control effect; nearly all actives have a fitted effect of over 20% in size
Target sequence (P02791 2-175 limits assumed): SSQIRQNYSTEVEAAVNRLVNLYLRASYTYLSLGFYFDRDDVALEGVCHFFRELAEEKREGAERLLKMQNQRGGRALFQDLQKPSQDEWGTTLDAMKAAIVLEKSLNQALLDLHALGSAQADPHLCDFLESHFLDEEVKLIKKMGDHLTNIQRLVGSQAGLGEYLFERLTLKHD
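Apoferritin-based anesthetic binding model; compound displacement of fluorescent 1-AMA measured as endpoint fluorescence after 10 minutes at room temperature, scaled to free-ligand and complex controls.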
Pol beta inh – blocks human DNA polymerase beta activity. P06746. Pol beta primer extension/strand displacement, fluorescence kinetic. Potency, µM (doses to about 114 µM), for the others: at the highest dose activity change, negative = inhibition, hits mostly inhibitors. 1.3% of 340,000 active. AID 485314; note: potency is the fitted concentration of half-maximal effect; % is set by controls: 0 for no effect and ±100 for the full control effect
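Preincubation: enzyme (10 nM) with compound, 15 min, RT. Reaction: substrate added to 50 nM final. Reads: 0 and 10 min. Analysis: normalized, Hill fit.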
APE1 inh – APE1 (human) endonuclease inhibition | recombinant APE1, TAMRA/BHQ-2 abasic DNA cleavage fluorescence | 0.35% of 350,000 active | Potency, µM (top dose mostly 65.8 µM), inactives show top-dose activity change, negative = inhibition, usual class: inhibitors | AID 2517 | P27695;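 note: potency is the fitted concentration of half-maximal effect; plate controls were vehicle for no effect and reference inhibitor for full effect; nearly all actives have a fitted effect of over 55% in size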
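Compound pre-exposure to 0.75 nM APE1, 15 min at ambient temperature. Reaction initiated with 50 nM TAMRA/BHQ-2 THF substrate, read immediately in kinetic mode, 525 nm excitation, 598 nm emission.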
BLM inh – blocks DNA unwinding by human BLM helicase; P54132; recombinant BLM DNA unwinding, fluorescence dequenching; Potency, µM (titrated, usually from 56.1 µM), for the others: at the top dose activity change, negative = inhibition, usual class: inhibitors; 0.2% of 350,000 active; AID 2528;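 note: potency is the fitted concentration of half-maximal effect; plate controls were vehicle for no effect and no enzyme for full effect; nearly all actives have a fitted effect of over 35% in size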
ERG-DNA inh – inhibitors of human ERG Ets domain-DNA interaction. 0.028% of 370,000 active. Potency, µM (series often up to 76.9 µM), inactives show at the top dose FP activity, negative = inhibition, actives largely listed as inhibitors. P11308. fluorescence polarization, His-ERG Ets domain / labelled DNA. AID 624246; active = well fitted inhibition curve with a large enough effect in the polarisation, with a control signal flat; inconclusive = small, poorly fitted or top-dose-only effect, or effect the other way, or a change in a side signal; inactive = no such curve, though single readings can be large or run the other way; the % refers to the polarisation;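 note: polarization taken with two DNA probes labelled with fluorescein and Texas red; potency is the fitted concentration of half-maximal effect; % of control where 0% means no effect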
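His-tagged ERG Ets domain (1 uM in the protein solution; 300mM KCl, 50mM Tris-HCl, 1mM EDTA, 1mM DTT, pH 7.5) received compound, then a probe mix of 5 nM fluorescein-DNA and 100nM Texas-615-DNA. Fluorescence polarization was read for both dyes.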
* marks the source's active call; other numbers are inactive results; ? = inconclusive; . = not tested or not shown; & = joins results of further samples; [ ] = dose if it differs, or a comment. Unless noted, calls come from the whole dose curve; as a rule, active = well fitted curve in the direction sought with a large enough effect; inconclusive = small, poorly fitted or top-dose-only effect, or another doubt; inactive = no such curve, though single readings can be large; an effect the other way counts as inactive or inconclusive. The list is partial; rates above refer to the full screens.

nr	compound	TRHR agonist	Pol iota inh	12-LOX inh	Pol kappa inh	Apoferritin bind
1	COc1ccc(CCNC(=O)CN(Cc2ccc(Cl)cc2)S(C)(=O)=O)cc1OC	0.2	-7%	-3%	9%	-2%
2	CN(Cc1ccc(F)cc1)C(=O)COc1ccccc1-c1ccccc1	-0.1	5%	-6%	-13%	-1%
3	O=C(NCCCN1CCOCC1)c1sc2cc(F)ccc2c1Cl	-0.5	34%[activator]	0%	2%	-6%
4	CCCN(CC(=O)Nc1ccc(Cl)cc1Cl)C(=O)CC(NC(C)=O)c1ccccc1 (stereo not drawn)	1.1	16%	0%	-9%	-6%
5	COc1cccc(C(=O)Nc2cc(C)ccc2NC(=O)COc2ccccc2)c1	-0.3	8%	28%	-11%	3%
6	O=C(Cc1ccccc1F)Nc1cccc(S(=O)(=O)N2CCOCC2)c1	.	10%	-5%	-20%	.
7	CC(C)NC(=S)NC1(C)CCS(=O)(=O)C1 (stereo not drawn)	-0.2	-1%	-24%	-16%	-1%
8	COc1ccc(CCNC(=O)c2nn(-c3ccc(C)cc3)c(=O)c3c2c2ccccc2n3C)cc1OC	0.2	2%	-22%	-7%	-15%
9	O=C(N/C(=C\c1ccc(Cl)cc1)C(=O)N1CCOCC1)c1ccc([N+](=O)[O-])cc1	0.1	89%[activator]	38%	-7%	-12%
10	C=CCOc1cccc(C2C(C(=O)c3cccs3)=C(O)C(=O)N2Cc2cccnc2)c1 (stereo not drawn)	0.2	60%[activator]	-1%	-1%	-2%
11	Cc1nc2nc(SCC(=O)NCCc3ccccc3)nn2c(C)c1Cc1c(F)cccc1Cl	-0.2	4%	-15%	5%	-1%
12	O=C(N/N=C/C1CCCCC1)c1ccccn1	0.2	8%	0%	4%	-10%
13	CCOc1ccc(NC(=O)Cn2cnc3sc(C)c(S(=O)(=O)N4CCN(c5ccccc5OC)CC4)c3c2=O)cc1	0.3	31%[activator]	-19%	-2%	-11%
14	CCCOc1ccc(CNC(=O)c2cc3oc4ccccc4c3n2C)cc1	1.1	15%	-20%	8%	94%[activator]
15	COc1cc(/C=N/N2C(=O)C3C4C=CC(CC4)C3C2=O)ccc1O (stereo not drawn)	0.1	32%	?	2%	0%

nr	Pol beta inh	APE1 inh	BLM inh	ERG-DNA inh
1	48%	25%	-2%	3%
2	25%[57.1 µM]	-9%	-9%	1%
3	24%	-1%	2%	-9%
4	-11%	-2%	-1%	6%
5	0%	7%	2%	-4%
6	.	13%	.	0%
7	-20%	-1%	-12%	-8%
8	30%	.	-7%	3%
9	50%	2%	-3%	-1%
10	-10%	5%	-6%	0%
11	10%	.	5%	-1%
12	5%	-4%	0%	3%
13	1%	.	-4%	-15%
14	7%	.	-2%	2%
15	2%	-11%	-1%	?

(listing goes on)
nr	compound	TRHR agonist	Pol iota inh	12-LOX inh	Pol kappa inh	Apoferritin bind
16	CCOC(=O)c1cn2nc(Oc3ccc(C#N)cc3)ccc2n1	0.1	51%[activator]	129%[activator]	-23%	7%
17	OCc1ccc(OCCCOc2cccc3cccnc23)cc1	0.2	-14%	19%	-12%	-8%
18	Cc1ccc2c(c1)nnc1nnc(SCC(=O)O)n12	0.2	?	0%	1%	20%
19	COc1cc2c(cc1NC(=O)COc1ccc(Br)cc1)oc1ccccc12	0.8	4%	-22%	-2%	-5%
20	Cc1ccc(S(=O)(=O)Nc2ccc3c(c2)C(=O)N([C@H](C)CO)C[C@H](C)[C@@H](CN(C)Cc2ccc(-c4ccccc4)cc2)O3)cc1	.	-5%	.	9%	.
21	CC(C)(C)CN1CCNC(=O)C1CC(=O)N1CCC(C(=O)N2CCOCC2)CC1 (stereo not drawn)	-0.6	46%[activator]	-1%	0%	-5%
22	COc1ccc(OC(C)C(=O)N2CC(C)OC(C)C2)cc1 (stereo not drawn)	0.0	33%[activator]	2%	-6%	5%
23	Cc1cc(Cl)n2c(nc3cc(F)c(F)cc32)c1C#N	2.2	6.3µM*	-5%	-1%	-1%
24	COC(=O)c1ccc(-c2csc(NC(=O)c3c(C)noc3C)n2)cc1	-0.1	1%	-19%	5%	.
25	COc1ccc(-c2cc(C(=O)Nc3cc(C)nn3-c3ccccc3)no2)cc1	0.1	2%	-1%	-16%	-16%
26	O=[N+]([O-])c1ccc(C[n+]2cccc(O)c2)cc1	-0.1	-16%	-7%	-2%	.
27	COc1ccc2c(C)c(CC(=O)NCCc3ccccc3)c(=O)oc2c1OC	-0.2	5%	2%&-18%	4%	-4%
28	CCOc1cc(C(=O)Nc2nnc(C)s2)cc(OCC)c1OCC	0.3	23%	?	-3%	-5%
29	C=CCn1c(-c2cnn(-c3ccccc3)c2N)n[nH]c1=S	-1.1	76%[activator]	?	2%	-1%
30	COCCn1cnc2c(c1=O)c1nc3ccccc3nc1n2/N=C/c1ccco1	-0.1	12%	?	9%	1%

nr	Pol beta inh	APE1 inh	BLM inh	ERG-DNA inh
16	-2%	-10%	-2%	-4%
17	20%	7%	-2%	-8%
18	1%	-1%	3%	0%
19	-18%	.	-5%	-1%
20	.	12%	.	10%
21	9%	-7%	1%	-2%
22	10%	0%	1%	.
23	50µM*	-3%	-8%	7%
24	.	15%	.	0%
25	-7%	4%	-2%	-8%
26	.	15%	.	-6%
27	21%	.	-2%	5%
28	-17%	-2%	4%	-1%
29	-1%	-4%	-1%	3%
30	26%	19%	1%	-8%

Exported screen by screen: part of the list above
25: COc1ccc(-c2cc(C(=O)Nc3cc(C)nn3-c3ccccc3)no2)cc1
21: CC(C)(C)CN1CCNC(=O)C1CC(=O)N1CCC(C(=O)N2CCOCC2)CC1 (stereo not drawn)
29: C=CCn1c(-c2cnn(-c3ccccc3)c2N)n[nH]c1=S
17: OCc1ccc(OCCCOc2cccc3cccnc23)cc1

Compound	25	21	29	17
TRHR agonist	0.1	-0.6	-1.1	0.2
Pol iota inh	2%	46%[activator]	76%[activator]	-14%
12-LOX inh	-1%	-1%	?	19%
Pol kappa inh	-16%	0%	2%	-12%
Apoferritin bind	-16%	-5%	-1%	-8%
Pol beta inh	-7%	9%	-1%	20%
APE1 inh	4%	-7%	-4%	7%
BLM inh	-2%	1%	-1%	-2%
ERG-DNA inh	-8%	-2%	3%	-8%

Additional compounds.
nr	compound	TRHR agonist	Pol iota inh	12-LOX inh	Pol kappa inh	Apoferritin bind
31	C=CCn1c(O)c2ccc(C(=O)N=NC(=O)COc3ccccc3F)cc2c1O	-0.6	-14%	3%	4%	.
32	CCc1cccc(C)c1NC(=O)Nc1csc2c1CCCC2	-0.3	-6%	-12%	3%	-3%
33	CCCc1cc(=O)oc2cc(OCC(=O)N3CCC(C(N)=O)CC3)ccc12	-0.7	43%[activator]	37%[activator]	17%	-9%
34	CCN1C(=O)[C@H]2[C@@H](c3ccc(C)cc3)N3C(=O)N(c4ccc(OC)cc4)C(=O)[C@@]3(CC)[C@H]2C1=O	-0.1	7%	-19%	-3%	.
35	COc1ccc(-n2nnnc2-c2cnc(N3CCCC3)nc2C(F)(F)F)cc1	0.6	-7%	7%	-4%	?
36	O=C(CCNc1cccc(C(F)(F)F)c1)c1ccco1	-0.9	?	-26%	-9%	?
37	O=C1c2ccccc2C(=O)N1CC(O)COc1ccc(Cl)cc1 (stereo not drawn)	-0.7	32%[activator]	0%	-1%	-8%
38	COc1ccc(NS(=O)(=O)c2cc(NC(=O)C3CCCO3)ccc2N2CCCCC2)cc1 (stereo not drawn)	-0.4	19%	-12%	-10%	2%
39	COc1cc(C(=O)NCCCNc2nc3c(C)cc(C)cc3cc2C#N)cc(OC)c1OC	0.1	23%	2%	4%	6%
40	COc1c(CC(=O)c2cc3c(cc2O)OC(C)(C)C(O)C3)ccc2c1C=CC(C)(C)O2 (stereo not drawn)	.	.	.	-18%[60.1 µM]	0%
41	O=C(Nc1ccc(Cl)cc1)c1ccc2nsnc2c1	-0.3	-20%	-4%	2%	-4%
42	COc1ccc(-n2nc(C(=O)Nc3cc(C)ccn3)c3c4ccccc4n(C)c3c2=O)cc1Cl	1.9	-16%	-8%	3%	5%
43	O=C(NCCCN1CCCC1=O)C1CCN(S(=O)(=O)c2cccc(C(F)(F)F)c2)CC1	0.1	33%[activator]	26%	-8%	.

nr	Pol beta inh	APE1 inh	BLM inh	ERG-DNA inh
31	.	34%	.	16%
32	29%	.	-1%	6%
33	-4%	4%	-2%	-6%
34	.	0%	.	-3%
35	3%	-2%	-10%	8%
36	36%	-5%	-5%	-27%
37	9%	2%	-4%	-1%
38	14%	19%	-7%	5%
39	-15%	-1%	-7%	-3%
40	.	-4%	-1%	.
41	20%	11%	-5%	-5%
42	-1%	.	-11%	-1%
43	.	32%	.	-16%

Source: PubChem BioAssay (National Center for Advancing Translational Sciences (NCATS))
